Assay outcomes deposited in PubChem BioAssay by several laboratories.
3CLpro inhibitor = SARS-CoV 3CLpro protease inhibition; P0C6X7; recombinant SARS-CoV 3CLpro, quenched FRET peptide cleavage; inhibition, % at 6 µM; actives 0.14% (n = 290,000); in the data active = inhibition above about 12%
GDH-TPI counter = GDH-TPI coupled enzyme inhibition counter-screen | actives 1.2% (n = 360,000) | AID 588335 | inhibition, % at 4.8 µM | GDH-TPI coupled enzyme counterscreen, NADH absorbance; in the data active = inhibition above about 30%;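 note: 0% = DMSO wells and 100% = wells lacking the enzyme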
MazEF act = MazEF (E. coli) toxin RNase activation; actives 0.32% (n = 350,000); activation, % at 20 µM; FAM/BHQ RNA-DNA oligo cleavage fluorescence, 5 h; P0AE70; in the data active = activation above about 50%
Target sequence (P0AE70 whole entry, looked up): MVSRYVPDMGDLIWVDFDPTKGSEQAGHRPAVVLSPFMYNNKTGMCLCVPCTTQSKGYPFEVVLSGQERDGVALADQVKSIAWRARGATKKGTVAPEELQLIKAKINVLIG
BH1578 lux ind = induces V. cholerae light production without autoinducers; V. cholerae BH1578 lux reporter, luminescence, 6 h; activation, % at 18.7 µM; actives 0.16% (n = 350,000); AID 588436; in the data active = activation mostly above about 9.7%, no sharp cut-off; note: not every result past the cut was called active; inactives centre near 0; reference of the scale not given here
VHR inh abs = blocks human VHR1 dual specificity phosphatase; P51452; recombinant VHR phosphatase, pNPP absorbance; inhibition, % at 13.3 µM; actives 0.52% (n = 290,000); in the data active = inhibition above about 50%; note: some compounds called inactive have numbers as strong as hits
Target sequence (P51452 whole entry, looked up): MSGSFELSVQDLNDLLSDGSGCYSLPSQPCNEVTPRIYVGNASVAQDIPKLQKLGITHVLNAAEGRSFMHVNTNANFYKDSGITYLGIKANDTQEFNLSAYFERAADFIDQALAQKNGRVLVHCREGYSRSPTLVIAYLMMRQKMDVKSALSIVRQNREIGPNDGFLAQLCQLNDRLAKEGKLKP
Rv3671c protease = Rv3671c (M. tuberculosis) protease inhibition | inhibition, % at 5.96 µM | actives 0.048% (n = 320,000); in the data active = inhibition above about 38%;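 note: extracellular domain of Rv3671c used as enzyme; 0% = enzyme with DMSO and 100% = no enzyme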
Target sequence (P9WHR9 whole entry, looked up, the tested form may be a part): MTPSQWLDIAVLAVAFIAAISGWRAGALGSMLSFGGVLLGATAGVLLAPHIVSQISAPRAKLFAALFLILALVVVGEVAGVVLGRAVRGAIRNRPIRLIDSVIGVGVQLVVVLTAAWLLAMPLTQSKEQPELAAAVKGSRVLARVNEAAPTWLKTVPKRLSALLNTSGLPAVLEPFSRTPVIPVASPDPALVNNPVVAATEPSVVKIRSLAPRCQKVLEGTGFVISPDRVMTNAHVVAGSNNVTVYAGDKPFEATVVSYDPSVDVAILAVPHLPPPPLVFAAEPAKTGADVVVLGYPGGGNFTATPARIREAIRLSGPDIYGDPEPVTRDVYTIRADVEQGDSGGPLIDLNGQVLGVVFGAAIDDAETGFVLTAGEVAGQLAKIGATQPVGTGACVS
UGM FP inh = blocks M. tuberculosis UGM enzyme. purified UGM, fluorescence polarization probe displacement. inhibition, % at 10 µM. actives 0.06% (n = 320,000). P9WIQ1. AID 504406; in the data active = inhibition above about 10%, passing the limit was not always enough
Mtb FBA inh = inhibits M. tuberculosis FBA enzyme | P9WQA3 | purified M. tuberculosis FBA, fluorescence read-out | inhibition, % at 1 µM | actives 2.3% (n = 360,000); in the data active = inhibition above about 27%;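 note: 0% = vehicle and 100% = reference inhibitor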
Target sequence (P9WQA3 whole entry, looked up): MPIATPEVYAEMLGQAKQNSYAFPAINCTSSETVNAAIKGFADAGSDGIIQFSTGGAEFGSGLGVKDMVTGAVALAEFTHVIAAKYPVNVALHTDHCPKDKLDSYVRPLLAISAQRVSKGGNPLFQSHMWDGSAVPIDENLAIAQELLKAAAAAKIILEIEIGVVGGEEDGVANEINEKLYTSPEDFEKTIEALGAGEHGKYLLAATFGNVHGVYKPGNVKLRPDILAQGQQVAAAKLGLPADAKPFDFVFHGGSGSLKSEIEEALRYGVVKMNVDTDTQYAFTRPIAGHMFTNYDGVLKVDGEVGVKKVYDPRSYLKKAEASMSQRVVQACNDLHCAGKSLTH
BioA inh = inhibitors of Mycobacterium tuberculosis BioA enzyme. actives 0.096% (n = 360,000). purified M. tuberculosis BioA enzyme, plate reader. inhibition, % at 9.99 µM; in the data active = inhibition above about 40%
SSB-PriA inh = K. pneumoniae PriA-SSBct interaction inhibition; AlphaScreen SSBct-PriA binding, biotinylated peptide; inhibition, % at 33 µM; actives 0.6% (n = 430,000); AID 1272365; in the data active = inhibition mostly above about 37%, no sharp cut-off; inactive = mostly below about 20%;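 note: plate controls were negative control peptide for no effect and reference peptide for full effect; strong numbers were not always called active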
Starred values were filed as active, the others as inactive; i = inactive; . = no result given; & = joins results of further samples. Only part of the results is shown; rates above refer to the full screens.

Fields: 3CLpro inhibitor, GDH-TPI counter, MazEF act, BH1578 lux ind, VHR inh abs, Rv3671c protease, UGM FP inh, Mtb FBA inh, BioA inh, SSB-PriA inh
COc1ncnc2sc(-c3ccccc3)cc12
→ 2.7, 10.5, -2.1, i, -10.5, 4.1, -0.7, -0.1, -0.7, -43.3
N#Cc1ccccc1NC(=O)CSc1nnc(-c2ccncc2)o1
→ 8.1, 11.7, -1.0, 0.4, 9.6, -13.8, -4.3, 0.2, -1.0, -9.6
CC(=O)c1cccc(NC(=O)C2CCCN(S(=O)(=O)c3ccccc3)C2)c1 (centres undefined)
→ 1.8, 5.0, -1.7, i, 10.9, -3.9, -0.9, 3.6, ., -9.1
Cc1cc(N2CCOCC2)nc(-c2ccc([N+](=O)[O-])cc2)n1
→ 0.0, 11.1, 3.7, -0.4, 27.3, -3.0, 0.1, 2.7, -1.7, 2.8
CC1(OC(=O)C2CCCC2)C(=O)C=C2C=C(c3ccsc3)N(C(CO)CO)C=C2C1=O (centres undefined)
→ ., 12.3, -9.9, -2.1, 7.3, -8.7, 0.6, 3.3, -1.9, -0.5
O=C(CSc1nnc(SCc2ccc(Cl)cc2)s1)N1CCOCC1
→ -5.8, -1.8, -3.2, 0.0, -27.8, -0.4, -1.2, 0.1, 0.1, -7.6
Oc1ccccc1-c1nnc(-c2ccc(C(F)(F)F)cc2)o1
→ 0.2, 15.7, 3.0, -0.6, 13.0, -5.0, 0.2, 0.0, 1.0, -12.6
O=C(N/N=C/c1cc2c(cc1Cl)OCO2)c1ccncc1
→ 1.8, 20.3, -1.2, -0.2, 9.4, 2.1, 0.9, -0.3, ., .
COc1cccc(C2C3=C(CCCC3=O)Nc3nc(-c4cc(OC)c(OC)c(OC)c4)nn32)c1 (centres undefined)
→ -0.8, 8.1, 2.0, -0.4, 28.5, -14.1, 1.5, 4.0, -2.1, -3.0
O=C(Cn1nnc(-c2ccccc2)n1)N/N=C/c1ccco1
→ -2.4, 1.0, -4.6, -1.8, -2.7, 4.7, 1.7, 3.5, -0.2, .
CN(C/C=C/c1ccccc1)C1CCCCC1
→ 3.3, -4.1, -14.1, -0.4, 20.6, -11.9, 2.9, 4.0, -0.2, -9.5
CCCCN(Cc1ccco1)S(=O)(=O)c1c[nH]c(C(=O)OC)c1
→ 6.4, -6.8, 10.9, i, -7.2, -0.9, 4.2, 0.2, 0.8, 4.3
CCCCC(=O)Nc1ccc(N2CCN(c3ccc(F)cc3)CC2)cc1
→ 5.0, -1.4, 17.0, 1.1, -6.2, 4.8, 1.0, -4.6, -1.3, -4.0
CCCNC(=O)C1(C)CCCN(Cc2ccccc2-c2ccccc2)C1 (centres undefined)
→ ., -3.5, ., -1.6, ., ., ., -2.5, 0.8, .
Cc1cc(C)n(-c2ccc(C(=O)NC(C)C)cc2)n1
→ 3.9, -13.2, -9.1, -0.4, 8.4, 3.8, -2.8, -1.6, -1.2, -12.0
CC(=O)N/C(=C\c1ccccc1)C(=O)NC(C)C(=O)O (centres undefined)
→ 0.2, 0.6, -2.1, -1.0, 10.3, -6.8, -0.6, -3.0, ., 6.5
CC(C)(OC(=O)c1ccc(C(F)(F)F)cc1)c1cc2ccccc2c(=O)o1
→ ., 7.4, -0.8, 0.0, ., 11.1, -2.1, 0.6, 0.5, -8.7
O=C(COC(=O)/C=C/c1ccco1)Nc1cccc([N+](=O)[O-])c1
→ 0.7, 15.5, 1.4, i, -17.3, -2.7, 2.7, -0.3, -0.8, 0.2
O=C(O)C(=Cc1ccccc1)Cc1ccccc1
→ ., 0.9, -2.3, i, ., ., ., -1.3, -0.1, 0.6
CCN1C(=O)CC(c2ccc(OC(C)C)cc2)C1=O (centres undefined)
→ 6.1, 1.3, 2.9, i, 20.6, -2.0, 2.5, 0.9, -0.7, -2.7
CCOC(=O)c1cnc(SCc2nc(N)nc(Nc3ccccc3)n2)nc1N
→ 3.5, 1.9, -23.2, i, 21.9, -1.9, -1.7, -2.4, -0.5, -12.1
Clc1ccc(Cn2c(-c3cccnc3Cl)nc3ccccc32)cc1
→ 4.4, -1.2, 3.9, 0.0, 10.6, 1.6, 0.2, 2.4, ., -9.8
Clc1ccc(-c2csc(=Nc3cccnc3)n2CCCn2ccnc2)cc1Cl
→ 3.1, 6.6, -2.5, 0.5, 4.4, 8.9, -0.4, -0.1, ., 53.2
Oc1ccc(F)cc1-c1cc(-c2ccc3c(c2)OCCO3)n[nH]1
→ 6.0, 9.2, 15.5, i, -16.4, -14.3, -0.6, 1.4, ., -5.5
Cn1c(N)c(C(=O)COC(=O)CCC2CCCCC2)c(=O)n(C)c1=O
→ 0.1, 0.0, 4.4, -0.2, 19.7, 3.0, 3.5, 3.8, ., -13.9
CCCCCNC(=O)c1cccnc1SCC(=O)Nc1ccccc1OC
→ 3.7, -2.9, -4.3, -0.7, 12.7, -1.1, -2.0, 1.0, ., -2.8
CCN(CC)CCCn1c2c(c(SCC(=O)Nc3nc(C)cs3)nc1=O)CCC2
→ ., -2.1, 2.4, -0.7, ., 4.5, -0.5, 0.9, ., -5.0
CNc1nc2sc3c(c2c(=O)n1C)CC(C)(C)SC3
→ -1.6, 8.2, 7.0, ., 4.5, 1.5, 1.3, 184.9*, -1.9, -4.3
O=C(NCC(c1ccco1)N1CCN(c2ccccc2F)CC1)OCc1ccccc1 (centres undefined)
→ -0.2, 5.2, -15.5, -0.2, -17.3, 13.6, 1.3, 0.9, ., 7.0&-28.0
O=C(Nc1n[nH]c(C2CCCCC2)n1)C1CCCCC1
→ -0.2, -13.1, -2.4, -3.3, 1.8, 4.1, -1.3, -0.7, 1.2, -9.0
O=C(c1ccccc1)N1CCN(C(=O)c2nn3c(C(F)(F)F)cc(-c4ccco4)nc3c2Cl)CC1
→ -1.7, 4.5, 3.4, i, 18.5, 3.7, -1.2, 1.8, 0.6, -12.5
C[C@H]1CN([C@@H](C)CO)C(=O)c2cc(NS(=O)(=O)c3ccc(Cl)cc3)ccc2O[C@@H]1CN(C)CC1CCCCC1
→ ., -11.4, 5.0, i, ., 2.0, 1.3, -2.1, 0.3&0.5, 17.6
Cc1ccc2nc(-c3ccncc3)c(NC3CCCCC3)n2c1
→ 2.7, -4.1, 11.9, -0.5, 14.4, -11.7, -3.1, 4.0, ., -22.2
CC1Cc2ccccc2N1CC(=O)c1c(N)n(Cc2ccccc2)c(=O)n(C)c1=O (centres undefined)
→ 2.5, -5.5, 12.4, -0.2, 21.9, -6.7, 2.3, -5.5, ., 6.8
O=C1C(=O)N(CCN2CCOCC2)C(c2ccc(Cl)c(Cl)c2)/C1=C(/O)c1ccc2c(c1)OCO2 (centres undefined)
→ 3.8, 21.2, -1.8, i, 6.5, -3.9, 4.5, 0.5, 0.5, .
CCN(Cc1ccncc1)C(=O)c1cc(COc2c(C)cccc2C)on1
→ 1.3, 0.0, 1.2, i, 23.6, -1.2, -1.3, 7.8, 0.4, -6.3
CCCCOc1ccc(C(=O)N/C(=C\c2ccc(OC)cc2)C(=O)OCc2ccco2)cc1
→ 4.4, -0.8, -3.0, i, 17.4, -12.1, 3.1, 7.7, -1.1, -13.0
CCc1c(C)nc2ncnn2c1N1CCC(C(=O)Nc2ccc(C)cc2)CC1
→ 1.7, 14.9, -5.7, -0.2, 31.8, -4.5, 2.3, -2.6, 5.0, 1.9
O=C(c1ccco1)N1CCC(c2nc3c(nnn3Cc3ccccc3Cl)c(=O)[nH]2)CC1
→ -4.7, -8.3, 8.3, -2.1, 17.0, -3.0, 0.1, -0.8, 4.8, -11.6
Cc1nc(C(=O)Nc2ccccc2)sc1C(=O)Nc1ccccc1
→ 1.1, 27.9, 12.0, -0.3, 37.7, -1.6, 4.1, 5.0, -0.2, -11.0
CCOc1cc(/C=N/NC(=O)C(=O)Nc2cc(Cl)ccc2C)ccc1O
→ 2.9, 18.1, 19.2, 0.1, 8.5, 1.0, -0.5, 6.4, ., .
C=CCNc1cc(N2CCCC2)ccc1[N+](=O)[O-]
→ -3.3, 6.0, -2.3, 0.3, 1.6, 7.8, -2.7, -25.9, ., -2.4
CCOc1cc2[nH]c(=O)n(CCC(=O)NCCc3ccc(OC)c(OC)c3)c(=O)c2cc1OCC
→ 0.5, -6.5, 2.9, -0.7, -18.4, -0.1, -1.1, -7.8, -0.8, -4.6
Cc1cc(NC(=O)NN2CCOCC2)nn1-c1c(Cl)cc(Cl)cc1Cl
→ -0.5, 3.4, 6.5, -0.7, 20.1, 7.7, 4.5, 7.7, ., 2.1
Cc1c(NC(=O)Nc2c(Cl)cccc2Cl)c(=O)n(-c2ccccc2)n1C
→ -0.6, 7.4, 5.5, -1.1, 17.2, -16.7, 3.1, 0.0, -1.5, 2.7
CCOC(=O)C1(CCCc2ccccc2)CCN(S(=O)(=O)N(C)C)CC1
→ 2.5, 6.0, 6.0, i, 6.1, -6.9, 0.9, 1.3, 7.0, -41.4
CC(=O)c1cccc(CN2CCCCC2C(=O)Nc2ccc(Oc3ccccc3)nc2)c1 (centres undefined)
→ -4.5, 14.2, -26.3, i, 43.3, -1.3, -0.3, 2.9, 3.3, 6.7
Cc1cc(CCNC=O)c(C)c2c1oc1ccccc12
→ ., -6.9, -2.0, 0.1, ., ., ., 2.1, ., -8.8
Cc1ccc(S(=O)(=O)c2nc(C(C)(C)C)oc2N2CCOCC2)cc1
→ 2.1, 3.5, -6.8, i, 17.1, -0.4, -0.4, 1.5, -0.7, -2.2
CCOC(=O)N/N=C/c1c(F)cccc1F
→ 2.8, 7.4, 8.0, -0.2, -8.0, -0.6, 2.3, -10.6, 1.8, .
CC(C)CNC(=O)COC(=O)c1cc(S(=O)(=O)N(C)C)ccc1N1CCCC1
→ -1.1, 10.5, -21.1, i, -2.4, 4.5, 1.4, 0.1, ., -6.5
CCN(CC)C(=O)C1=C(C)N(Cc2ccc(OC)cc2)C(=O)C(CC(=O)NCc2cccc3ccccc23)C1 (centres undefined)
→ ., -0.5, 0.4, -0.5, ., ., ., 0.1, -2.8, .
CCCCN(Cc1ccco1)C(=O)C1CCCN(c2ncnc3c2nc2n3CCCCC2)C1 (centres undefined)
→ -9.2, 0.7, 1.1, -0.3, 66.3, -11.7, 2.8, -0.2, 4.8, 4.4
O=C1CCc2cc(S(=O)(=O)NCCc3ccc(Cl)cc3)cc3c2N1CC3
→ ., 4.1, -17.7, -1.0, ., ., ., 0.9, 1.1, -5.6
COc1ccc(C(=S)Nc2ccccc2)cc1
→ 1.2, -0.5, -16.5, 1.0, 20.8, 4.6, 0.9, 5.2, -2.6, -4.8
CCOc1ccccc1C(=O)Nc1cc(C(=O)NCC(C)C)ccc1Cl
→ -2.0, ., ., ., 25.9, 5.5, 2.4, ., ., .
CCN(CC)c1nc2ccccc2nc1C(C#N)C(=O)NCCCOC (centres undefined)
→ -5.2, 9.7, -8.6, -0.4, -8.3, 2.7, 0.1, 16.3, 3.8, -22.4
O=C(/C=C/c1cccnc1)/C=C/c1cccnc1
→ 1.6, 33.1*, 3.3, -3.0, -6.5, ., ., 0.5, 24.6, -1.5
COc1ccc(S(=O)(=O)N(C)CC(=O)NCc2ccccn2)cc1
→ 2.0, 16.2, -8.3, i, 45.6, 3.3, -0.1, -0.9, -0.1, -6.2
COc1cc(/C=C/C(=O)OCC(=O)c2c(N)n(C)c(=O)n(C)c2=O)ccc1OC(F)F
→ 3.7, 2.5, 13.6, -0.3, 9.3, 9.2, 3.8, 6.0, ., 0.9
Cc1cccc(NC(=S)N(CCN(C)C)Cc2cc3cccc(C)c3[nH]c2=O)c1
→ 2.3, 18.4, 8.1, -0.1, 11.9, -7.9, -1.4, 0.8, ., 6.2

Record cards (already shown). Screens in order: 3CLpro inhibitor, GDH-TPI counter, MazEF act, BH1578 lux ind, VHR inh abs, Rv3671c protease, UGM FP inh, Mtb FBA inh, BioA inh, SSB-PriA inh
CCOc1cc(/C=N/NC(=O)C(=O)Nc2cc(Cl)ccc2C)ccc1O is listed with 2.9, 18.1, 19.2, 0.1, 8.5, 1.0, -0.5, 6.4, ., .
CCN(CC)C(=O)C1=C(C)N(Cc2ccc(OC)cc2)C(=O)C(CC(=O)NCc2cccc3ccccc23)C1 (centres undefined) is listed with ., -0.5, 0.4, -0.5, ., ., ., 0.1, -2.8, .
